Assay outcomes as filed in PubChem BioAssay.
Diaph inh CS: counter-screen for diaphorase-based assays: diaphorase inhibitors and chemical oxidizers; diaphorase resazurin-to-resorufin fluorescence, NADH, 16 min; bacterial (C. kluyveri) enzyme, not human; inhibition, % at 20 µM; 190,000 tested, 0.69% active;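 active = primary screen inhibition at 20 µM above a set limit, cut at about 50% in these data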;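 note: plate controls were DMSO with full reaction for no effect and wells lacking NADH for full effect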
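Assay system: diaphorase enzyme from Clostridium kluyveri; Input: enzyme working solution with 0.14 U/mL diaphorase; Timing: 16 min at room temperature; Technique: resorufin fluorescence, excitation 544 nm, emission 590 nm; Benchmarks: positive control minus NADH, DMSO neutral control.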
G6PDH CS: L. mesenteroides G6PDH inhibition counter-screen; AID 1020; Purified L. mesenteroides G6PDH, diaphorase/resazurin coupled fluorescence, 45 min; 200,000 tested, 0.12% active; inhibition, % at 5 µM; in the data active = inhibition above about 50%
NF-kB expr up: compounds increasing NF-kB expression in human neuronal cells. NF-kB reporter expression; active compounds read high. fold change at 12.5 µM. 190,000 tested, 1.6% active; in the data active = fold change above about 3.3
STAT1 act: activators of IFN-gamma induced STAT1 signaling; activation (% of control), % at 5.5 µM; NIH 3T3 STAT1-luciferase reporter, luminescence; 100% = IFN-gamma alone, no compound; AID 932; 200,000 tested, 2.6% active;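 active = activation above the screen-wide mean activation plus 3 SD, cut at about 130% in these data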;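 note: raw ratio to IFN-gamma control signal so 100% means no change and 0% no light; values of inactives mirror those of a sister screen read the other way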
FLuc act counter: firefly luciferase counter-screen for stimulation assays; P08659; ATPlite luciferase biochemical, luminescence, 10 min; 0 = ATP-free wells, 1 = DMSO control; activation factor at 10 µM; 200,000 tested, under 10 active; AID 1027;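 active = luciferase activation factor, scaled between plate controls, of at least 2 with compound at 10 µM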
Target sequence (P08659 whole entry, looked up): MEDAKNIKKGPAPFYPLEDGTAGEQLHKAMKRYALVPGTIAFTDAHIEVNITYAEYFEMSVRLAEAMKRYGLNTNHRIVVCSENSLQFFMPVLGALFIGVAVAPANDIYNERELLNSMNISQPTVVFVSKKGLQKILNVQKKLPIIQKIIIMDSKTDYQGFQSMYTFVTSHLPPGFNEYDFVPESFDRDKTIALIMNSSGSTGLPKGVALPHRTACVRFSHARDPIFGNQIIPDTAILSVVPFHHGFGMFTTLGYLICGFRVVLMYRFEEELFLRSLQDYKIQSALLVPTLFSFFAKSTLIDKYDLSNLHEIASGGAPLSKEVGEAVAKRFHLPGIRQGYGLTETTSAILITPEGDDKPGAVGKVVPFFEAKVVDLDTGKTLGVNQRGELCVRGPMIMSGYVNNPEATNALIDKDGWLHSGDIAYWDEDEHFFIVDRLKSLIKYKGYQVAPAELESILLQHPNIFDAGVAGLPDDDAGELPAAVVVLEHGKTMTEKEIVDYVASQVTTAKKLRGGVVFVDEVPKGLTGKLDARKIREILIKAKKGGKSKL
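Material: Luciferase/luciferin reagent mix; Doses: test compounds dosed from 2 mM stocks in 100% DMSO; Schedule: 10 min incubation after luciferase reagent addition, room temperature; Measured by: luminescence from luciferase reaction; Read-out: luminescence gain marking luciferase activators.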
TLR4 MyD88 comp: TLR4-MyD88 interaction inhibition in cells. HeLa CL3-4 TLR4/MyD88 BLA complementation, FRET ratio. inhibition, % at 8.4 µM. 200,000 tested, 0.18% active. AID 861; in the data active = inhibition above about 25%;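 note: 0% = vehicle and 100% = reference inhibitor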
FLuc inhib CS: counter-screen for luciferase assay inhibitors: firefly luciferase inhibition | 200,000 tested, 1.5% active | ATPLite firefly luciferase biochemical luminescence, 10 min | inhibition, % at 10 µM | AID 1006 | P08659;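 active = inhibition above about 50% when tested at 10 µM, limit read from the data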
APP transl inh: APP translation inhibition; SH-SY5Y APP 5'UTR-luciferase reporter, luminescence; inhibition, % at 2 µM; 190,000 tested, 0.82% active; AID 1285;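 active = inhibition above a set limit, derived from the sample mean plus 3 SD, cut at about 45% in these data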; note: values of inactives mirror those of a sister screen read the other way
Diaph act CS: activates diaphorase or chemically reduces, flagging diaphorase assay artifacts | activation factor at 20 µM | 190,000 tested, 0.005% active | Diaphorase/resazurin coupled assay, resorufin fluorescence, 16 min; active compounds read high; 1 = vehicle wells, 0 = NADH-free wells | AID 1229;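 active = diaphorase activity raised at least twofold by the compound at 20 µM; inactive = activation factor below 2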
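Material: purified diaphorase enzyme from Clostridium kluyveri; Also added: 0.114 mM NADH and 0.1 mM resazurin, final amounts; Doses: single compound dose of 20 µM, 1% DMSO final; Times: 16 min enzyme reaction, ambient temperature; Detection: resorufin fluorescence, excitation 544 nm, emission 590 nm; Measure: increased resorufin signal from activators or reducing compounds.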
APP 5'UTR act: APP 5'UTR luciferase reporter activation | SH-SY5Y APP 5'UTR luciferase reporter, luminescence; zero percent = DMSO vehicle wells | activation, % at 2 µM | 190,000 tested, 1% active | AID 1276;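 active = activation above a set limit, based on mean plus 3 SD of controls, cut at about 140% in these data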; note: values of inactives mirror those of a sister screen read the other way
* marks the source's active call; other numbers are inactive results; nt = no result given.

SMILES | Diaph inh CS | G6PDH CS | NF-kB expr up | STAT1 act | FLuc act counter | TLR4 MyD88 comp | FLuc inhib CS | APP transl inh | Diaph act CS | APP 5'UTR act
Clc1cccc(Nc2ncnc3c2cnn3-c2ccccc2)c1 | 1 | -7 | 1.4 | nt | 1 | nt | 0 | nt | 1 | nt
CCOc1ccc(NC(=O)CN2C(=O)S/C(=C/c3cccn3C)C2=O)cc1 | -7 | 12 | 1.1 | 104 | 1.1 | 14 | -7 | 16 | 1.1 | -16
O=C(NCCc1ccccc1)c1ccccc1NC(=O)C1CCCO1 (centres undefined) | 9 | 7 | 3.4* | 134* | 1 | 6 | 1 | -158 | 0.9 | 158*
CC(C)(C)c1ccc(C(=O)Nc2ccc([N+](=O)[O-])cn2)cc1 | -6 | 6 | 2.2 | 151* | 0.9 | 3 | 9 | -131 | 1.1 | 131
O=C(O)CCCC(=O)N1CCc2cc(S(=O)(=O)NCc3ccccc3)ccc21 | 0 | 7 | 1.6 | 97 | 1 | -24 | -1 | -30 | 1 | 30
CC(OC(=O)c1cc2sccc2n1C)C(=O)NCC1CCCO1 (centres undefined) | 10 | 14 | 1.1 | 97 | 1 | -10 | -4 | 2 | 0.9 | -2
O=C1c2[nH]nc(-c3ccccc3O)c2C(c2ccc(F)cc2)N1Cc1ccco1 (centres undefined) | 11 | 11 | 1.2 | 92 | 1 | -5 | 0 | -8 | 0.9 | 8
Cc1nc(SCCO)c2oc3ccccc3c2n1 | -4 | 0 | 1.1 | 99 | 1 | 4 | 3 | -16 | 1 | 16
O=C(Nc1nc2c(s1)CCCC2)c1ccc(S(=O)(=O)N2CCCc3ccccc32)cc1 | 25 | -12 | 0.7 | 96 | 1 | 11 | -4 | -2 | 0.8 | 2
CC1CN(Cc2ccc(Cl)cc2Cl)CC(C)O1 (centres undefined) | -2 | 2 | 1.2 | 112 | 1 | 2 | -3 | -6 | 1 | 5
CCOC(=O)C1CCCN(CC(=O)Nc2c(C(=O)OC)[nH]c3ccc(Cl)cc23)C1 (centres undefined) | 14 | 6 | 0.61 | 93 | 1 | 3 | -2 | 14 | 0.9 | -14
Cc1ccc(CCC(=O)Nc2ncc(Cc3cc(Cl)ccc3Cl)s2)o1 | 13 | -10 | 1.3 | 91 | 1.1 | 9 | -5 | 94* | 0.9 | -94

Quoted at random: six records from the list.
SMILES | Diaph inh CS | G6PDH CS | NF-kB expr up | STAT1 act | FLuc act counter | TLR4 MyD88 comp | FLuc inhib CS | APP transl inh | Diaph act CS | APP 5'UTR act
CC(C)(C)c1ccc(C(=O)Nc2ccc([N+](=O)[O-])cn2)cc1 | -6 | 6 | 2.2 | 151* | 0.9 | 3 | 9 | -131 | 1.1 | 131
CCOC(=O)C1CCCN(CC(=O)Nc2c(C(=O)OC)[nH]c3ccc(Cl)cc23)C1 (centres undefined) | 14 | 6 | 0.61 | 93 | 1 | 3 | -2 | 14 | 0.9 | -14
Cc1nc(SCCO)c2oc3ccccc3c2n1 | -4 | 0 | 1.1 | 99 | 1 | 4 | 3 | -16 | 1 | 16
Clc1cccc(Nc2ncnc3c2cnn3-c2ccccc2)c1 | 1 | -7 | 1.4 | nt | 1 | nt | 0 | nt | 1 | nt
O=C(NCCc1ccccc1)c1ccccc1NC(=O)C1CCCO1 (centres undefined) | 9 | 7 | 3.4* | 134* | 1 | 6 | 1 | -158 | 0.9 | 158*
CC(OC(=O)c1cc2sccc2n1C)C(=O)NCC1CCCO1 (centres undefined) | 10 | 14 | 1.1 | 97 | 1 | -10 | -4 | 2 | 0.9 | -2

(cont.)
SMILES | Diaph inh CS | G6PDH CS | NF-kB expr up | STAT1 act | FLuc act counter | TLR4 MyD88 comp | FLuc inhib CS | APP transl inh | Diaph act CS | APP 5'UTR act
Cc1ccc(Cn2c3ccccc3c3cn[nH]c(=O)c32)cc1 | -11 | 10 | 0.74 | 90 | 1 | -3 | 1 | 4 | 1.1 | -4
Cc1cc(C(=O)Nc2ccc(S(=O)(=O)Nc3onc(C)c3C)cc2)cs1 | 13 | 8 | 1.1 | 95 | 1.1 | 12 | -9 | -4 | 0.9 | 4
CN(Cc1ccccc1)C(=C(Cl)Cl)C(=C1NCCN1)[N+](=O)[O-] | 1 | 14 | 0.98 | 97 | 1.1 | 0 | -7 | 9 | 1 | -9
Cc1nnc(SCC(=O)N2CCc3ccccc3C2)s1 | 6 | 2 | 1.3 | 100 | 1 | 8 | -4 | -2 | 0.9 | 2
CCn1c(COc2cc(C)ccc2C(C)C)nnc1SCC(=O)Nc1nccs1 | -4 | 7 | 1.1 | 92 | 1 | -21 | -3 | 8 | 1 | -8
Cc1ccc2nnnc(-c3ccccc3)c2c1 | 10 | -4 | 1.3 | 90 | 1 | -14 | -3 | 19 | 0.9 | -19
COc1ccc(CN(CC(=O)NC2CCCC2)C(=O)c2onc(C(N)=O)c2N)cc1 | 2 | 5 | 1.2 | 108 | 1 | -2 | -4 | 6 | 1 | -6
Cc1ccc(-c2ccc(/C=N/N=C3/NC(=O)C(CC(=O)O)S3)o2)c([N+](=O)[O-])c1 (centres undefined) | 28 | -1 | 1.3 | 89 | 1 | 12 | 3 | nt | 0.7 | nt
C=CCOC(=O)C1=C[C@@H](c2coc3ccccc3c2=O)[C@H](CCCO)[C@@H](OCC)O1 | 9 | 4 | 2.9 | 86 | 1.1 | -4 | -6 | -6 | 0.9 | 6
CC(C)CNS(=O)(=O)c1ccc(CCC(=O)N2CCN(Cc3ccccc3)CC2)cc1 | 12 | -7 | 1.3 | 98 | 1 | -1 | -1 | 0 | 0.9 | 0
CCN1CCN(C(=O)CN(C)S(=O)(=O)c2ccc(OC)c(C)c2)CC1 | 5 | 2 | 1.2 | 103 | 1.1 | -7 | -8 | 4 | 0.9 | -4
Cc1ccc(CSc2ncnc3c2cnn3Cc2ccccc2)cc1C | 11 | 3 | 1 | 101 | 1 | 2 | -5 | 6 | 0.9 | -6
Cc1cccc(C)c1OCC(O)CN1CCN(c2ccccn2)CC1 (centres undefined) | 4 | 3 | 1.2 | 99 | 1.1 | -4 | -5 | -41 | 1 | 41
Nc1c(C(=O)O)sc2nc(-c3ccccc3)c3c(c12)CCCC3 | 15 | -8 | 1 | 103 | 1 | 3 | 3 | -25 | 0.9 | 25
COC(=O)c1c(C)oc2ccc(OC(=O)N3CCOCC3)cc12 | 1 | 2 | 1 | 100 | 1 | -4 | -3 | 0 | 1 | 0
Cc1ccccc1Sc1c(C#N)c(-c2ccccc2)nn1C | 18 | 7 | 1.1 | 104 | 1 | -10 | -2 | -1 | 0.8 | 1
O=[N+]([O-])c1ccc(N/N=C2/CCCCC2c2ccccn2)c([N+](=O)[O-])c1 (centres undefined) | 9 | 8 | 1.2 | 100 | 1.1 | -4 | -7 | 12 | 0.9 | -12
CC1CCCC(NC(=O)CN2CCN(Cc3ccc(Cl)cc3)C2=O)C1C (centres undefined) | 12 | 5 | 0.86 | 101 | 1.1 | -7 | -6 | -2 | 0.9 | 2
Cc1ccccc1OCc1nnc(SCC(=O)Nc2ccc(N3CCOCC3)c(Cl)c2)n1C | 15 | 20 | 0.73 | 103 | 1 | -3 | 2 | nt | 0.8 | nt
COc1ccc(S(=O)(=O)N(CC(=O)N2CCOCC2)c2cc(Cl)ccc2OC)cc1OC | 10 | 2 | 0.64 | 106 | 1 | 4 | -4 | -7 | 0.9 | 7
COc1cc(-c2nc3ccccn3c2/N=C/c2cccc(OC)c2O)ccc1O | 36 | 8 | 1.1 | 104 | 1 | -9 | 4 | 5 | 0.6 | -5
CCOc1cc(CNc2ccc(O)cc2)cc(Br)c1OCc1ccccc1F | 23 | -14 | 0.89 | 101 | 1.1 | 7 | -9 | 22 | 0.8 | -22
O=C(Nc1nnc(CC(=O)N2CCOCC2)s1)c1cccs1 | 9 | 8 | 1.2 | 96 | 1.1 | -12 | -12 | 6 | 0.9 | -6
COC(=O)c1cc2oc(C)cc2n1CC(=O)Nc1cc(C)cc(C)c1 | 4 | -7 | 1 | 94 | 1.1 | 2 | -10 | -12 | 1 | 12
O=C(CN1CCCC1)Nc1ccc([N+](=O)[O-])cc1 | 4 | 2 | 1.1 | 107 | 1 | 4 | -2 | 12 | 1 | -11
Clc1ccc(OCc2cc(-c3ccccc3)no2)c(Cl)c1 | 16 | 8 | 4.5* | 72 | 0.5 | -3 | 51* | -188 | 0.8 | 188*
CCOC(=O)N1CCC(NC(=O)C2CCN(S(=O)(=O)c3cccc4cccnc34)CC2)CC1 | 3 | 38 | 0.87 | 98 | 0.9 | -6 | 5 | 18 | 1 | -18
CC(=O)c1cccc(N(C(=O)Cn2nnc3ccccc32)C(C(=O)NCc2ccccc2)c2ccccn2)c1 (centres undefined) | 4 | 10 | 0.97 | 104 | 1 | 12 | -5 | 16 | 1 | -16
COc1ccc(C2(C(=O)NC(C)C)CCCC2)cc1OC | 6 | 9 | 1.1 | 86 | 0.9 | 14 | 5 | -2 | 0.9 | 2
CCOC(=O)c1cc2nc(Nc3ccc(OC)cc3)sc2s1 | 1 | 0 | 1.2 | 99 | 1 | -1 | 1 | -18 | 1 | 18
COc1ccc(C(c2nnnn2CC2CCCO2)N2CCN(c3ccc(F)cc3)CC2)cc1 (centres undefined) | 5 | 0 | 0.95 | 102 | 1 | -1 | -4 | 5 | 1 | -5
COC(=O)c1ccc(COc2nc(C)cc(C)c2C#N)o1 | 8 | -4 | 0.92 | 101 | 1.1 | -2 | -11 | -10 | 0.9 | 10
O=C(NCCN1CCN(Cc2ccccc2)CC1)c1cc2c(=O)[nH]c3ccccc3c2s1 | 4 | 5 | 0.77 | 99 | 1.1 | -5 | -9 | 8 | 1 | -8
O=C1CCCCC(=O)N(c2ccccc2)c2ccccc21 | 12 | -1 | 1.1 | 93 | 1.1 | 6 | -7 | -3 | 0.9 | 3
ClCc1ncc(-c2ccc(Cl)cc2)o1 | 12 | 5 | 0.99 | 97 | 1.1 | 8 | -7 | 21 | 0.9 | -21
NS(=O)(=O)c1ccc(CCNC(=O)c2ccco2)cc1 | 7 | 10 | 0.99 | 105 | 1 | -2 | 0 | 3 | 0.9 | -3
Cc1ccc(OCC(O)CNS(=O)(=O)c2ccccc2C(=O)O)cc1 (centres undefined) | 5 | 3 | 1.4 | 97 | 1.1 | 7 | -11 | 2 | 0.9 | -2
CCC1CCc2c(sc(N)c2C(N)=O)C1 (centres undefined) | nt | nt | 1 | 99 | nt | -2 | nt | 6 | nt | -6
CN(/C=C/c1c([N+](=O)[O-])c(=O)n(C)c(=O)n1C)c1ccccc1 | 14 | 13 | 1.4 | 102 | 1.1 | 7 | -6 | -16 | 0.9 | 16
CCC(C)(C(=O)NC1CCCC1)N(C(=O)c1ccccn1)c1ccccc1 (centres undefined) | 12 | 9 | 0.96 | 95 | 1.1 | -1 | -7 | 6 | 0.9 | -5
COc1ccccc1CNC(=O)CSc1nnc2ccc(-c3cccnc3)nn12 | 29 | 1 | 1 | 99 | 1 | 14 | -2 | 6 | 0.7 | -6
O=C(c1cc2nc(-c3ccco3)cc(C(F)(F)F)n2n1)N1CCCc2ccccc21 | 14 | 11 | 1.1 | 92 | 0.9 | -1 | 5 | 17 | 0.9 | -17
